Bioassay records (PubChem)
AI-2 QS mod = Vibrio harveyi AI-2 quorum sensing modulators, primary screen, JMH597 strain, luminescence/OD600 ratio; Vibrio harveyi JMH597 AI-2 luminescence/OD600 ratio, 9 h; hits give low values; strain lacks LuxN and CqsS sensors; 0 = neutral-control median; activity change, % at 7.5 µM; actives 0.4% (n = 300,000); AID 2094, 2009; in the data active = activity change below about -75%, passing the limit was not always enough;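 note: luminescence divided by OD600 gain over 9 h not by final OD600 alone; inactives centre near 13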
KLF5 inh = KLF5 expression inhibitors, primary screen, DLD-1 cells, luminescence; inhibition, % at 5 µM; actives 0.23% (n = 290,000); AID 1700, 2009; DLD-1 KLF5 promoter-luciferase reporter;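 active = inhibition above a per-plate limit of that plate's mean compound inhibition plus 3 SD, cut at about 60% in these data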;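 note: 0% = DMSO wells and 100% = LY294002 at 200 µM; higher means less KLF5 promoter-driven luciferase light; inactives centre near -14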
HIF activator = HIF pathway transcriptional activators, primary screen, cell-based, U2OS HRE-luciferase, luminescence. activation, % at 7.5 µM (by protocol). actives 0.32% (n = 300,000). U2OS HRE-luciferase reporter; normalized: DMSO 0%, desferrioxamine 100%;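 active = mean activation of at least 10% of the iron chelator positive control signal, with at least half of replicates also reaching 10%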
HSF-1 act = HSF-1 activators, primary screen, NIH3T3-HGL cells, MG132 stress, luminescence, single point; AID 504408, 2011; activation, % at 9 µM; actives 1.7% (n = 300,000); NIH3T3-HGL HSF-1 luciferase reporter, 8 h; 100% = twice DMSO control signal;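 active = mean replicate activation of at least 50% with a set share of replicates each reaching 50%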;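 note: 0% = median of the neutral control wells and 100% = twice that signal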
HSP90 inh = HSP90 inhibitors, primary screen, cell lysate, luminescence | inhibition, % at 5.6 µM | Heat shock protein HSP 90 (rabbit reticulocyte lysate; luciferase refolding) | Rabbit reticulocyte lysate, luciferase refolding luminescence, 3 h | actives 0.91% (n = 290,000);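 active = inhibition above the screen-wide mean plus 3 SD, computed separately per campaign, cut at about 16% in these data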;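 note: 0% = DMSO wells and 100% = 60 µM geldanamycin wells; inhibitors lower the luminescence because luciferase stays unfolded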
IEC-6 tox = cytotoxicity in IEC-6 intestinal epithelial cells, primary screen, cytotoxicity control for KLF5 inhibitor project, cell-based, luminescence. IEC-6 cytotoxicity, luminescence viability. inhibition, % at 5 µM. actives 0.78% (n = 290,000). AID 1825, 2009; in the data active = inhibition above about 22%;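 note: 0% = plate median of test compound wells and 100% = cytotoxic reference compound wells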
HSF1 inh = HSF1 inhibitors in luciferase reporter cells, primary screen, cell-based, NIH3T3, luminescence | NIH3T3-HGL HSE-luciferase, MG132-induced, luminescence 8 h; hits give low values | activity change, negative = inhibition, % at 7.5 µM (by protocol) | actives 0.77% (n = 300,000) | AID 2098, 2009;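 active = more than half of replicate wells show activity change below -50%, luminescence cut by over half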;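 note: luciferase reports HSF-1 transcriptional activity via heat shock element; 0% = median of DMSO wells and -100% = zero luminescence signal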
GSK3A inh = blockers of GSK3A enzyme activity – biochemical, luminescence, cell-free homogeneous, HTS, primary screen | GSK-3 alpha kinase, ADP-Glo luminescence, 60 min | inhibition, % at 10 µM | actives 0.1% (n = 320,000) | AID 2650, 2010;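 in the data active = inhibition above about 50%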;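 note: GST-tagged GSK-3 alpha with peptide substrate and 25 µM ATP; 0% = DMSO neutral wells and 100% = GW8510 positive control wells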
Target sequence (P49840 whole entry, looked up): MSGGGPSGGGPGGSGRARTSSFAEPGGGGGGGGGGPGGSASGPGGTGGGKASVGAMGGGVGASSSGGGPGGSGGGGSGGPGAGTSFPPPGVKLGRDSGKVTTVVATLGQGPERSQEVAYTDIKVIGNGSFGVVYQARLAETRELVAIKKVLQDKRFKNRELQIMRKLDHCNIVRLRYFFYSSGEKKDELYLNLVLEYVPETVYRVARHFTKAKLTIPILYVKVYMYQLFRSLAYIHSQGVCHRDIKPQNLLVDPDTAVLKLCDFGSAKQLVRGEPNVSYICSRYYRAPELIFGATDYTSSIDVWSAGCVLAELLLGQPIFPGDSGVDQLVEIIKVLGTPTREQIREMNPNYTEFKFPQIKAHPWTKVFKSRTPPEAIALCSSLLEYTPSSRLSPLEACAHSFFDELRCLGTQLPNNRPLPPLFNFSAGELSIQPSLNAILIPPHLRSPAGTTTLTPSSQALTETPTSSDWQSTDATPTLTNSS
aSyn 5UTR inh = MLPCN primary screen, SNCA 5' untranslated region | actives 0.82% (n = 300,000) | alpha-synuclein 5'UTR reporter, inhibitor activity | inhibition, % (tested at 7.5 µM); in the data active = inhibition above about 60%;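 note: H4 neuroglioblastoma cells stably carrying SNCA 5'UTR luciferase fusion; 0% = DMSO wells and 100% = positive control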
GSK3B inh = human GSK3beta kinase inhibitors, primary screen, biochemical, cell-free homogeneous, HTS; Glycogen synthase kinase-3 beta (Homo sapiens), P49841; GST-GSK3beta kinase, ADP-Glo luminescence, 60 min; hits give low values; activity score (negative = inhibition), % at 10 µM; actives 0.038% (n = 300,000); AID 2097, 2009;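 active = more than half of replicate wells score below -50%, meaning over 50% inhibition versus plate controls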;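 note: 0% = median DMSO wells and -100% = median GW8510 positive control wells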
Target sequence (P49841 whole entry, looked up): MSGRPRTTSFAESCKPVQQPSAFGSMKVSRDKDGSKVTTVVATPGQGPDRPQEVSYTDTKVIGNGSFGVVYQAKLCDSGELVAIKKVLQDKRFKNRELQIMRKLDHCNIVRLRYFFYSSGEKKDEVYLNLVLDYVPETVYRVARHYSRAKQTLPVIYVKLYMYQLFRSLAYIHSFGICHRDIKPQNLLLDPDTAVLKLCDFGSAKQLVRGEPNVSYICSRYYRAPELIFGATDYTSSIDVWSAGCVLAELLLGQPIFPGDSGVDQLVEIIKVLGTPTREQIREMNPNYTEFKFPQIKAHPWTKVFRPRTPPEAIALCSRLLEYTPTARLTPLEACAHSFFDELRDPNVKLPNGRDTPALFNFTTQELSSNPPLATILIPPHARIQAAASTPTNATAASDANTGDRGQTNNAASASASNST
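Test system – GST-tagged human GSK3beta kinase, cell-free · Incubation – 60 min enzyme reaction, room temperature · Signal – ADP-Glo luminescence · Also added – peptide substrate and ATP at 25 µM · Controls – DMSO neutral wells and GW8510 at 20 µM as positive · Buffer or medium – Tris/MgCl2 kinase buffer · Measure – Luminescence-derived activity versus plate DMSO and GW8510 wells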
* hit, by the source's call; . = no result given; & = joins results of further samples.

SMILES	AI-2 QS mod	KLF5 inh	HIF activator	HSF-1 act	HSP90 inh	IEC-6 tox	HSF1 inh	GSK3A inh	aSyn 5UTR inh	GSK3B inh
CCOc1ccc(S(=O)(=O)N2CCN(C(=O)C3CCC3)CC2)cc1	0.6	.	-0.1	6.2	.	.	-2.6	-0.9	-2.4	4.3
COc1ccc(C2Nc3ccccc3C(=O)N2NC(=O)c2ccccc2)cc1OC (centres undefined)	22.3	-34.4	0.1	6.8	-2.9	-1.2	2.4	-3.3	-43.1	-1.0
Cc1oc(-c2ccc(-c3ccccc3)cc2)nc1CN(CCO)C(C)C	9.6	-102.8	5.5	-37.0	85.2*	4.4	-26.3	-1.0	-182.1	-1.1
CCOCCCN1C(=O)CN(C2CCCCC2)C(=O)C1c1ccc(OC)c(OC)c1 (centres undefined)	26.3	-0.5	0.1	15.0	-0.7	4.4	1.6	-2.5	23.7	-2.5
CCCC(=O)Nc1nnc(-c2ccc3c(c2)OCO3)s1	24.7	-19.6	0.3	20.5	-2.9	-1.5	-0.5	0.9	-141.4	-4.8
COc1ccc2c(c1)CCc1c(C(=O)Nc3ccc(OC)c(OC)c3)noc1-2	5.4	14.5	1.0	-6.7	2.1	-2.7	-13.2	0.9	23.3	3.3
O=C(O)c1cccc(N(CCO)CCO)c1	0.0	-1.4	-0.1	-15.6	3.6	-1.2	-0.9	-5.7	-0.6	-5.1
COC(=O)C1C(c2ccc(Cl)cc2)NC(c2ccc(Cl)cc2)C(C(=O)OC)S1(=O)=O (centres undefined)	-9.3	12.6	.	21.4	2.7	3.3	1.9	-0.8	19.1	0.9
COc1ccc(Cc2nc(-c3ccc(NC(=O)c4cccnc4)cc3)no2)cc1	-27.4	-28.2	0.1	0.4	-0.6	31.3*	-3.9	1.5	75.1*	5.9
Cc1cccc(C)c1NC(=O)CCCSc1nnc(N)s1	10.3	-18.6	-0.6	7.3	5.0	3.8	3.5	-3.6	-5.7	5.5
Cc1cc2nc(SCC(=O)Nc3ccccc3C(=O)O)[nH]c2cc1C	34.4	9.3	3.2	24.3	0.6	3.2	19.5	-2.7	-33.9	4.2
OCC(CO)(CO)N=Cc1cc(Br)ccc1O	32.6	6.5	-0.5	28.8	0.9	-0.5	3.8	-3.2	5.0	6.2
CN1/C(=C\C(=O)COc2ccc3c(c2)OCO3)C(C)(C)c2ccccc21	7.3	-9.2	1.1	-17.8	0.7	0.3	-18.5	-0.6	2.2	2.4
O=C(O)C1=NOC(CNc2ncc(C(F)(F)F)cc2Cl)C1 (centres undefined)	20.8	-41.8	0.4	22.2	0.5	3.6	5.6	-0.5	-51.7	0.3
COc1cc(/C=C2\SC(=O)N(CCN)C2=O)ccc1OS(=O)(=O)c1cc(C)ccc1C	2.5	2.8	-3.3	3.6	4.6	-7.5	10.6	.	16.3	-5.7
CN(C)CCCN1C(=O)C(=O)/C(=C(/O)c2ccncc2)C1c1ccccc1 (centres undefined)	11.6	.	-0.1	0.5	.	.	-3.6	-2.3	-1.6	-0.7
O=C1C2C3C=CC(C2C(=O)N1CCO)C1C(=O)N(CCO)C(=O)C31 (centres undefined)	8.2	-23.6	1.6	8.2	-2.1	3.8	1.1	-1.8	0.8	1.0
CCn1c(SCc2nc(-c3ccc(OC)c(OC)c3)no2)nnc1-c1cccs1	-2.3	-2.7	0.4	9.1	1.3	2.5	-6.9	-0.8	47.0	-2.3
Cc1cccc(NC(=O)c2ccccc2OCC(=O)N2CCOCC2)c1C	8.6	-9.9	-0.2	-6.6	0.8	-2.0	-6.3	-4.0	-4.2	-3.2
CC1(C)CC[C@]2(CO)[C@@H](O)C[C@]3(C)C(=CCC4[C@@]5(C)CC[C@H](O)C(C)(C)C5CC[C@]43C)[C@@H]2C1 (some centres undefined)	9.3	.	0.2	3.6	.	.	6.3	-1.4	-4.7	-4.6
COc1cc(/C=N/Nc2ccc(Cl)c(C(=O)O)c2)ccc1OC(=O)c1ccc(F)cc1	19.9	10.8	0.3	-0.3	59.6*	-9.6	-5.4	-0.9	-14.4	2.2
Cc1ccc(-c2nn(-c3ccccc3)cc2CO)o1	13.4	-66.8	1.5	35.0	-1.3	16.4	21.7	3.4	-82.2	-1.4
CC(NS(=O)(=O)c1ccc(F)cc1)C(=O)Nc1ccc2c(c1)OCCO2 (centres undefined)	11.3	-25.7	-0.1	14.3	-3.4	3.9	-4.5	2.1	-8.5	3.0
Cc1onc(-c2ccccc2Cl)c1C(=O)OCc1cnc(Cl)s1	11.9	-1.7	-0.7	13.3	-0.6	6.8	6.7	3.0	1.6	-3.0
Cc1ccc(NC(=O)COC(=O)CCc2c[nH]c3ccccc23)cc1[N+](=O)[O-]	15.3	-30.9	-0.2	3.8	0.4	-1.8	3.5	-1.4	29.0	1.2
Cc1ccc(NC(=O)CSc2nc3ccccc3c(=O)n2Cc2cccs2)cc1	5.8	-25.9	0.6	31.2	-0.2	-1.0	18.6	-0.4	-8.8	0.8
CCCCOc1ccccc1C1C(C(=O)OC)=CN(CC)C=C1C(=O)OC	5.9	-30.0	0.2	10.3	4.8	12.9	6.7	3.3	1.0	-5.8
COc1ccccc1OCC(=O)Nc1ccc(S(=O)(=O)N2CCOCC2)cc1	-9.9	-9.2	-0.4	-3.8	-2.5	-1.0	-13.3	-4.7	8.5	-1.7
Cc1nn(CC(=O)N(C)C)c(=O)c2ccccc12	20.1	-31.4	-0.4	-13.4	-2.5	-2.1	-8.2	2.9	17.3	-2.9
C(=N\Nc1nc2ccccc2s1)/c1ccccn1	2.8	48.5	-1.0	-88.3	85.6*	7.7	-86.7*	3.0	100.9*	-1.5
Cc1ccc(NC(=O)CCn2ccc([N+](=O)[O-])n2)nc1	19.5	10.8	0.2	9.9	2.8	1.2	8.4	1.4	-12.8	-0.7
CC1CN(C)C(C)CC1OC(=O)C(c1ccccc1)c1ccccc1 (centres undefined)	9.7	.	0.7	10.2	.	.	-2.0	-2.7	2.9	6.3
COc1ccc(S(=O)(=O)N2CCc3ccccc32)cc1C(=O)Nc1ccc(C(N)=O)cc1	.	.	0.3	2.1	.	.	-0.2	-0.3	-9.3	.
COc1cc(C(=O)Nc2sc3c(c2C(=O)NCc2ccco2)CCCC3)cc(OC)c1OC	6.3	-9.1	1.5	6.4	2.2	-3.1	5.2	-0.7	-8.9	-1.3
Cc1cc2nc(-c3ccc(SCC(=O)Nc4ccc(S(=O)(=O)N5CCCC5)cc4)nc3)[nH]c2cc1C	9.1	-84.0	2.1	37.2	-4.6	-1.4	25.5	-1.5	-147.1	1.0
CCCn1c(=O)c2c(C(F)(F)F)cc(-c3ccco3)nc2n(CCC)c1=O	32.2	-19.9	0.1	4.0	2.0	0.5	1.0	0.8	35.1	1.7
CCn1cnc2cc(NCc3nc4ccccc4n3C)ccc21	12.2	-102.5	0.3	-50.4	13.2	10.0	-39.5	7.0	-107.7	-4.5
COc1cccc(OCCc2c(C)n[nH]c2C)c1	4.2	-36.9	-0.5	-1.3	-8.6	0.4	1.7	2.3	-7.8	-2.8
CCOC(=O)CNC(=O)CN1C(=O)CCS(=O)(=O)c2ccccc21	16.2	-17.3	0.3	-10.4	-2.9	-6.0	2.0	0.3	12.4	-2.5
S=c1[nH]ncn1/N=C/c1ccccn1	11.4	-0.8	-0.3	9.8	-0.4	-3.1	-4.4	0.2	11.0	-0.2
Fc1ccc([C@@H]2CCNC[C@H]2COc2ccc3c(c2)OCO3)cc1	15.7&16.3	-16.6	-0.1&0.1	-9.0&7.4	4.0	15.7	1.5&-3.2	-0.7&3.7	0.2	-2.7&-2.4
Cc1ccc(CCNC(=O)C2CC(c3cc(C(F)(F)F)cc(C(F)(F)F)c3)=NO2)cc1 (centres undefined)	28.7	.	-0.6	-1.5	.	.	-7.2	1.8	1.4	2.3
CCC1CCCCN1CCCNC(=O)c1cn(C)c2ccc(S(=O)(=O)N3CCOCC3)cc2c1=O (centres undefined)	10.6	-16.3	-0.4	-2.2	3.5	2.1	-16.0	1.0	14.2	-0.1
CCSc1nc(-c2ccc(OC)cc2)cc(-c2ccccc2)c1C#N	13.3	-2.7	-0.2	9.9	2.9	2.7	-6.4	-1.0	21.6	1.9
COc1ccc(/C=C/C(=O)NCC(=O)N/N=C(\C)Cc2ccccc2)cc1	13.8	-19.8	-0.1	-7.6	3.5	1.1	-0.7	-3.3	9.3	1.4

One compound at a time, from the list above. Screens in order: AI-2 QS mod, KLF5 inh, HIF activator, HSF-1 act, HSP90 inh, IEC-6 tox, HSF1 inh, GSK3A inh, aSyn 5UTR inh, GSK3B inh
`Fc1ccc([C@@H]2CCNC[C@H]2COc2ccc3c(c2)OCO3)cc1` in the list: 15.7&16.3, -16.6, -0.1&0.1, -9.0&7.4, 4.0, 15.7, 1.5&-3.2, -0.7&3.7, 0.2, -2.7&-2.4
`CCOC(=O)CNC(=O)CN1C(=O)CCS(=O)(=O)c2ccccc21` in the list: 16.2, -17.3, 0.3, -10.4, -2.9, -6.0, 2.0, 0.3, 12.4, -2.5
`Cc1cc2nc(-c3ccc(SCC(=O)Nc4ccc(S(=O)(=O)N5CCCC5)cc4)nc3)[nH]c2cc1C` in the list: 9.1, -84.0, 2.1, 37.2, -4.6, -1.4, 25.5, -1.5, -147.1, 1.0

Next part:
SMILES	AI-2 QS mod	KLF5 inh	HIF activator	HSF-1 act	HSP90 inh	IEC-6 tox	HSF1 inh	GSK3A inh	aSyn 5UTR inh	GSK3B inh
CCc1ccc(C(=O)NN(C(=O)c2ccc(CC)cc2)C(C)(C)C)cc1	15.6	4.1	-1.2	1.3	3.0	4.0	9.5	.	3.0	0.1
CCO[C@H]1OC(C(=O)N2CCCCCCC2)=C[C@@H](C)[C@@H]1CCCO	4.7	-39.4	0.6	-2.6	8.0	6.3	-0.1	-4.9	-0.2	-3.2
O=C(NNC(=O)c1ccccc1F)c1ccc2nc[nH]c2c1	7.0	-55.5	2.0	-3.5	-2.9	-1.1	8.5	-2.0	-5.7	2.3
CN1CCCN(C(=O)CSc2ccccc2)CC1	16.9	-9.5	-1.5	-0.4	-5.8	-8.1	-6.3	-1.4	4.5	1.4
CCCc1nc2ccccc2n1CCc1ccccc1	22.0	-12.8	-0.2	14.3	1.1	-0.3	7.2	.	0.0	0.3
COc1ccc2[nH]c(=O)c(C(c3nnnn3C3CCCC3)N3CCN(Cc4ccc5c(c4)OCO5)CC3)cc2c1 (centres undefined)	8.3	-30.5	-0.4	12.2	2.3	3.8	0.5	0.3	45.0	2.3
COc1ccc(C2CC2/C(=N/O)c2ccccn2)cc1 (centres undefined)	9.9	-19.3	0.9	-7.4	3.4	2.1	-1.9	-2.1	-86.4	-3.0
CCc1ccccc1NC(=O)C(C#N)Cc1cccnc1 (centres undefined)	15.8	19.1	0.4	4.4	0.0	2.9	-1.6	-0.5	-15.6	-2.4
